MBD2 DNA inh: inhibitors of MBD2 binding to methylated DNA, primary screen, biochemical, TR-FRET, DNA-binding domain, human. Methyl-CpG-binding domain protein 2 (Homo sapiens), Q9UBB5. MBD2 binding to methylated oligonucleotide. inhibition, % at 4.4 µM. 370,000 compounds, 0.31% hits. AID 686964, 2013; in the data active means inhibition above about 13%
Target sequence (Q9UBB5 whole entry, looked up, the tested form may be a part): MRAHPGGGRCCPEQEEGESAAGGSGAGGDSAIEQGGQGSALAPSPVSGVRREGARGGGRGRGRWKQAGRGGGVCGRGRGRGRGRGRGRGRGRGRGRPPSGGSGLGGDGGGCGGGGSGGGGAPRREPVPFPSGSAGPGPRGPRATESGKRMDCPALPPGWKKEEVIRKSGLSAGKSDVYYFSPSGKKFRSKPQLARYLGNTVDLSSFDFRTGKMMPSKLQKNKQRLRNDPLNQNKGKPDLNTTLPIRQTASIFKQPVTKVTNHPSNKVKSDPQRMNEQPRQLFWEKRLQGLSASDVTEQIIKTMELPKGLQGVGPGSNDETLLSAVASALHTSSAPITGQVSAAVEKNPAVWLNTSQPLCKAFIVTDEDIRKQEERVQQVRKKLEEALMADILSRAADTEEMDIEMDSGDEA
TDP2 inh: human TDP2 enzyme inhibitors, primary screen, biochemical, epi absorbance, recombinant enzyme. AID 720702, 2013. inhibition, % at 12.8 µM. Tyrosyl-DNA phosphodiesterase 2 (Homo sapiens), O95551. 370,000 compounds, 0.34% hits. T5PNP hydrolysis, p-nitrophenol absorbance 415 nm;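 active means inhibition above the mean of all tested compounds plus 3 SD, set per campaign, cut at about 25% in these data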;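 further: 0% = DMSO with enzyme and 100% = buffer with substrate but no TDP2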
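Read-out basis: percent inhibition. System: recombinant human TDP2. Buffer or medium: Mg2+-containing Tris-HCl buffer, pH 7.5. Repeats: single replicate. Timing: reaction 2 h, 37 °C. Benchmarks: high control without enzyme, low control DMSO plus TDP2. Probe or stimulus: 5 mM T5PNP. Doses: 12.8 µM only. Measured by: epi absorbance of p-nitrophenol freed from T5PNP by hydrolysis.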
TCR CD3 inh: inhibitors of human TCR-CD3 interaction, primary screen, biochemical, fluorescence, TAMRA-labeled TCR probe; inhibition, % at 9.4 µM; AID 651800, 2012; 360,000 compounds, 0.37% hits; in the data active means inhibition above about 19%;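 further: recombinant mutant TCR 2C K166C tagged with TAMRA read by polarization; 0% = receptor in buffer alone and 100% = receptor with positive control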
DDE Tn6 FP inh: inhibitors of Tn6 peptide binding to fibrin DD(E), primary screen, biochemical, fluorescence polarization, human fibrin, Tn6 probe; Fibrinogen beta chain (Homo sapiens), P02675; Fibrin DD(E) TRITC-Tn6 fluorescence polarization displacement; inhibition, % at 8.3 µM; 370,000 compounds, 0.21% hits;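 active means inhibition above a per-campaign cutoff: mean of compounds within control limits plus 3 SD, cut at about 15% in these data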;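 further: 0% = median of all compound wells on the plate and 100% = blocking peptide control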
SIAE inh: human SIAE inhibitors, primary screen, biochemical, fluorescence polarization, FP-Rh probe, 1536-well HTS; Sialate O-acetylesterase (Homo sapiens), Q9HAT2; SIAE FP-Rh probe binding; inhibition, % at 9.66 µM; 370,000 compounds, 0.69% hits;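 active means inhibition above a cutoff: mean of compounds within the control limits plus 3 SD of those, cut at about 17% in these data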;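 further: 0% = plate median of compound wells and 100% = probe without SIAE protein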
LEDGF integ inh: blockers of LEDGF/p75-dependent integrase strand transfer – biochemical, TR-FRET, high throughput, primary screen. 370,000 compounds, 0.64% hits. TR-FRET IN-LEDGF/p75 DNA integration, Eu/Cy5. AID 743269, 2014. inhibition, % at 3.7 µM;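 active means inhibition above the screen-wide mean plus 3 SD, cut at about 13% in these data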;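 further: signal is the Cy5 over europium emission ratio at 671 and 618 nm; 0% = plate median of compound wells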
DDE Tn7 FP inh: inhibitors of Tn7 peptide binding to fibrin DD(E), primary screen, biochemical, fluorescence polarization, human fibrin, Tn7 probe | FP displacement of FITC-Tn7 peptide from fibrin DD(E); 0% = median of compound wells per plate | inhibition, % at 8.3 µM | 370,000 compounds, 0.13% hits;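 active means inhibition above the mean of compounds falling within the control limits plus 3 SD of them, cut at about 14% in these data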;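 further: 0% = plate median of compound wells and 100% = 10 µM Aha-Tn7 peptide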
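Assay system: Human fibrin DD(E) protein | Medium: Tris buffer with calcium and detergent, pH 7.8 | Reagent: 0.1 µM fluorescent Tn7 | Compound dosing: Single point at 8.3 µM | Times: 10 min preincubation, 3 h with tracer, room temperature | Detection: Fluorescence polarization of the labelled Tn7 tracer | Controls: Aha-Tn7 high control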
PRMT1 inh: PRMT1 methyltransferase inhibitors, primary screen, biochemical, fluorescence polarization; inhibition, % at 2.79 µM; Protein arginine N-methyltransferase 1 (Homo sapiens), Q99873; AID 652257, 2013; recombinant PRMT1, activity-based probe fluorescence polarization; 370,000 compounds, 1.3% hits;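 active means inhibition above about 21% made by adding two undisclosed values, limit read from the data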
Target sequence (Q99873 whole entry, looked up): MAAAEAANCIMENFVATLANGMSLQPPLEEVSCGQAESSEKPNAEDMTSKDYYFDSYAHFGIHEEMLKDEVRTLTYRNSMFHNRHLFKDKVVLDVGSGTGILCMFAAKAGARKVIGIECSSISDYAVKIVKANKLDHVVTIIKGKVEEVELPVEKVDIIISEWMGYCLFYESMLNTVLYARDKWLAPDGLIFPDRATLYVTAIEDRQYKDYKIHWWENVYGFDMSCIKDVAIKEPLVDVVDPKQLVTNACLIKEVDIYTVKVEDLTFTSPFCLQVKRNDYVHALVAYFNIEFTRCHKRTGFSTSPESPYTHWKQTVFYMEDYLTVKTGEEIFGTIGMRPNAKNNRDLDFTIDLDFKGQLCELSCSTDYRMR
proKLK7 act: proKLK7 zymogen activators, primary screen, biochemical, fluorescence intensity | purified proKLK7, EDANS-DABCYL substrate fluorescence; 100% is mature enzyme control, 0% vehicle | activation, % at 7 µM | 370,000 compounds, 0.9% hits;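 active means activation above the mean of all tested compounds plus 3 SD, computed per campaign excluding outliers beyond control limits, cut at about 13% in these data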
Target sequence (P49862 whole entry, looked up): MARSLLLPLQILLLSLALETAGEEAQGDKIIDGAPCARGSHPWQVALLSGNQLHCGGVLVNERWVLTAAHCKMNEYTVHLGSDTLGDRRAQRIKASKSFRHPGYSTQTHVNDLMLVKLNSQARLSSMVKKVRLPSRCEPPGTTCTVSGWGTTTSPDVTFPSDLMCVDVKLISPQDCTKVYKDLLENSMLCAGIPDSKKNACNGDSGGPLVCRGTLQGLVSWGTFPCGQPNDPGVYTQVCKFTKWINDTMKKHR
UHRF1 MBD2 ctr: UHRF1 methylated DNA binding inhibitors, primary screen, counter-screen for MBD2 inhibitor project, biochemical, TR-FRET, human UHRF1, single concentration | UHRF1 binding to methylated oligo | 370,000 compounds, 0.75% hits | E3 ubiquitin-protein ligase UHRF1 (Homo sapiens), Q96T88 | inhibition, % at 4.4 µM; in the data active means inhibition above about 21%;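 further: UHRF1 SRA domain binding a hemimethylated CpG hairpin DNA probe; 0% = median of test compound wells and 100% = reference inhibitor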
Numbers without * were called inactive.

smiles	MBD2 DNA inh	TDP2 inh	TCR CD3 inh	DDE Tn6 FP inh	SIAE inh	LEDGF integ inh	DDE Tn7 FP inh	PRMT1 inh	proKLK7 act	UHRF1 MBD2 ctr
CCOC(=O)C1C(C(=O)OC)=C(C2=CCCCC2)c2ccccc2N1S(=O)(=O)C(F)(F)F (stereo unspecified)	-1	-5	0	6	5	3	0	4	-1.1	-3
COCC1CCN(C(=O)CC2C(=O)NCCN2Cc2cccc(Oc3ccccc3)c2)CC1 (stereo unspecified)	-2	-2	13	3	3	1	1	3	0.2	-3
O=C(COC(=O)c1ccc(Br)o1)Nc1cccc(S(=O)(=O)N2CCCCC2)c1	6	-10	2	-5	-11	0	0	-4	0.2	3
O=C(Nc1ncccn1)c1cc(-c2ccc(F)cc2)nc2ccccc12	-2	4	7	7	-8	-1	-3	-1	0.3	-1
O=C(c1cccs1)N1C[C@@H](n2cc(-c3ccc(F)cc3)nn2)[C@H](O)C[C@@H]1c1ccc(Cl)cc1	-4	0	-3	-6	-57	1	3	-4	0.1	1
COC(=O)[C@]12C[C@H](CC(=O)NCc3ccc(OC)c(OC)c3)C(=O)N(Cc3ccccc3)C1=C[C@H](C1CCCC1)O[C@@H]2C	-2	-9	9	1	-7	6	3	2	0.7	0
COc1ccc(Br)cc1C(=O)NC(=S)Nc1ccc(CN2CCOCC2)cc1	0	-9	-2	2	-31	-4	0	1	0.0	1
CC12CCC(=O)N1C(C(=O)Nc1ccc(Br)cc1Cl)CS2 (stereo unspecified)	-5	-9	9	7	2	-1	-3	-2	0.4	-3
COc1ccc(N(CC(=O)NCc2ccc(C)cc2)S(=O)(=O)c2c(C)nn(C)c2C)cc1	-1	-4	7	2	-2	-4	3	-5	0.0	0
COCCCNc1ccn2nc(-c3cc(OC)c(OC)c(OC)c3)cc2n1	2	4	-9	-3	-1	-7	-2	1	2.3	-1
CC(C)(O)C#Cc1ccc(N2C(c3ccsc3)=Cc3ccc(F)cc3C2c2c[nH]c3ccccc23)cc1 (stereo unspecified)	-7	5	-3	-3	7	-5	-9	3	-0.3	-2
O=C(CSc1nnc(-c2ccc(Br)cc2)n1C1CCCCC1)N1CCCC1	2	-17	-6	5	4	2	-3	0	-0.2	3
Cc1nc(C)c(Oc2cccc(C(F)(F)F)c2)c(=O)[nH]1	0	5	9	2	4	-1	-2	-1	-0.2	0
O=C(Nc1ccccc1)/C(=C/c1ccccc1)c1ccccc1	-6	-9	-5	-4	2	1	-5	-1	-0.6	-1
O=C(Nc1cc(=O)[nH]c(=O)[nH]1)c1cccc(Br)c1	0	7	11	1	1	0	-5	1	0.3	-3
O=C(CSc1ccc(Cl)cc1)N1N=CCC1c1ccccc1 (stereo unspecified)	1	-7	-1	7	6	3	3	-12	-0.2	1
COc1ccc(/C=C/C(=O)OCCCN(C)C)cc1	3	-9	0	-5	-5	-1	3	3	-0.6	-3
Cc1ccc(-c2c(NCCc3ccccc3)c(=O)c2=O)cc1	3	10	3	6	0	-2	2	-2	-0.4	-3
Cc1cccc(OCC(=O)N2CCN(S(C)(=O)=O)CC2)c1	-3	1	2	-15	5	2	-1	-4	0.0	1
CC(C)Oc1ccc(S(=O)(=O)N2CCOCC2)cc1NC(=O)C1CSC2(C)CCC(=O)N12 (stereo unspecified)	2	13	6	1	8	3	-2	3	-0.8	-3
CCCCN(CC)C(=O)CN1C(=O)c2ccccc2C1=O	4	3	-7	-6	0	-1	0	0	0.3	0
CCCCn1nnnc1C1(C)CCC(=O)N1Cc1cccs1 (stereo unspecified)	0	-6	8	6	-9	-2	0	0	0.3	-2
O=C(CSc1nnc2ccccn12)Nc1ccc2c(c1)OCCO2	1	-4	7	-7	-7	-1	5	0	0.6	-2
COC(=O)c1c(NC(=O)COc2ccc(Cl)cc2Cl)sc2c1CC(C)(C)NC2(C)C	-6	-10	8	1	2	2	-5	-4	0.2	0
Cc1cc(C)c2c(=O)[nH]c(SCC(=O)N(C)C)nc2n1	2	10	4	-1	-6	-3	4	-2	0.8	1

More structures
smiles	MBD2 DNA inh	TDP2 inh	TCR CD3 inh	DDE Tn6 FP inh	SIAE inh	LEDGF integ inh	DDE Tn7 FP inh	PRMT1 inh	proKLK7 act	UHRF1 MBD2 ctr
O=C(NCc1ccc(F)cc1)c1cccc2c1C(=O)c1ccc(N3CCC(N4CCCCC4)CC3)cc1S2(=O)=O	-13	6	-8	0	-8	1	-13	13	1.2	-15
Cn1c(=O)c2c(ncn2CCOc2cccc(Br)c2)n(C)c1=O	-9	-3	7	1	1	1	8	-7	0.7	-3
Cc1cc(NC(=O)CCC(=O)N(c2cccc(F)c2)C(C(=O)NC2CCCC2)c2ccncc2)no1 (stereo unspecified)	2	8	6	10	-2	0	-8	1	-0.4	8
CC1(C)Cc2cccc(OCC(=O)N3CCN(c4ccc([N+](=O)[O-])cc4)CC3)c2O1	-1	0	-6	1	1	1	-6	0	0.1	0
COc1ccc(CCNC(=O)CN2CCN(c3cccc(C(F)(F)F)c3)CC2)cc1	-1	-2	2	3	9	4	3	-2	0.2	-2
COc1cc(C2NC(=O)NC(C)=C2C(=O)OCC2CCCCC2)ccc1O (stereo unspecified)	-1	-16	8	-7	2	4	-5	0	0.7	0
Cc1ccc(S(=O)(=O)NCC2CCC(C(=O)NCCCN3CCC(C)CC3)CC2)cc1 (stereo unspecified)	0	9	-4	-3	0	1	-1	-2	-0.2	14
CCCCc1cc(=O)oc2cc(C)cc(OCC(=O)NCc3ccccn3)c12	0	4	-6	1	-1	1	-3	1	3.6	-3
Cc1cc(C)n(-c2cc(N3CCN(S(=O)(=O)c4ccc(C)c(C)c4)CC3)ccc2[N+](=O)[O-])n1	-4	-9	9	-3	-1	1	3	-1	0.1	-2
CCOC(=O)c1c(NC(=O)Cn2nc(C(=O)O)c3ccccc3c2=O)sc(C)c1C	1	-11	-5	-2	-5	7	-2	0	0.2	3
Cc1ccc(-c2nc(C)sc2CC(=O)OCC(=O)Nc2c(F)cccc2F)cc1	-1	3	7	4	-2	-3	-5	0	-0.3	1
CC(=O)NC(c1ccccc1)c1nc(-c2cccc(F)c2)cs1 (stereo unspecified)	-6	7	5	5	-1	0	1	2	-0.8	-2
Cc1ccc(-c2cc(C(=O)Nc3ccc(S(=O)(=O)Nc4onc(C)c4C)cc3)[nH]n2)c(O)c1	-6	4	32*	-13	-24	3	0	2	0.0	-2
O=C(OCC(=O)N1CCc2ccccc21)c1ccc[nH]c1=O	2	4	-4	4	9	-4	-2	2	0.0	-3
COc1cc(OC)cc(-c2cc3nc(C)c(CCC(=O)Nc4nc(C)cs4)c(C)n3n2)c1	5	-3	-3	5	-14	-1	-3	2	-5.5	4
O=S(=O)(c1cccs1)N1CCN(CCOc2ccccc2)CC1	3	9	6	-7	7	3	6	-1	-0.1	0
CC(C)c1ccc(NC2CCCN(C(=O)c3ccc(Cn4cnnn4)cc3)C2)cc1 (stereo unspecified)	2	10	1	-4	12	2	-1	-1	-0.8	-2
Cc1ccc(C(=O)N2c3ccccc3OCC2C)cc1 (stereo unspecified)	-3	-4	-3	-6	2	3	1	-4	0.5	-1
Cc1[nH]c(=O)c(C#N)cc1-c1ccccc1	0	14	-1	-5	1	-3	0	2	-0.7	-1
CC1CCCCC1NC(=O)C1CCN(S(=O)(=O)N2CCOCC2)CC1 (stereo unspecified)	-4	-4	-2	3	-5	-6	1	1	0.4	-1
Cc1nnc(SCC(=O)Nc2cccc(C(F)(F)F)c2)[nH]c1=O	-2	-3	1	0	4	-2	-6	1	-0.1	3
CCCOc1ccc(N2C(=O)CC(N(Cc3ccco3)C(C)=O)C2=O)cc1 (stereo unspecified)	1	-9	0	5	-1	-2	-2	1	-0.6	2
O=C(O)C1=C[C@@H](C2CC2)C[C@@H](OCCCCO)O1	-2	3	9	7	7	1	7	-1	0.6	2
O=S(=O)(O)c1nnc2sc3ccccc3n12	1	-2	6	11	0	-1	4	2	-0.4	8
O=C1CCCc2[nH]nc(-c3cccnc3)c21	-1	0	3	-4	-4	0	-3	-1	-0.3	2

The list continues:
smiles	MBD2 DNA inh	TDP2 inh	TCR CD3 inh	DDE Tn6 FP inh	SIAE inh	LEDGF integ inh	DDE Tn7 FP inh	PRMT1 inh	proKLK7 act	UHRF1 MBD2 ctr
COc1ccc(N2CCN(Cc3cc(=O)c(OCC(=O)NC4CCCC4)co3)CC2)cc1	4	-12	-4	-5	-5	-5	-4	-2	-0.2	5
CCN(C(=O)c1cn(C)c(=O)c2ccccc12)c1ccccc1F	2	-2	0	-3	1	1	-6	-4	0.3	3
CCc1ccc(C(=O)Cn2ccsc2=N)cc1	3	0	7	-2	1	-4	1	2	0.1	-1
COc1ccc(CN2C[C@H](Cc3ccccc3)[C@@H](CC(=O)Nc3ccccc3)C2=O)cc1	1	-11	-6	-1	-1	0	0	1	0.9	9
COc1ccc(OC)c(-n2c(=S)[nH]c3c(sc(=S)n3-c3ccccc3)c2=O)c1	1	4	1	8	-2	2	-2	65*	0.9	-3
CCCCc1nc2ccccc2c(=O)n1NC(=O)c1c(O)c2c(n(CC(C)C)c1=O)CCCC2	5	1	-4	1	-1	-1	0	0	0.2	1
COP(=O)(OC)c1nc(-c2cccc3ccccc23)oc1N1CCOCC1	-6	4	3	0	-2	-1	6	-1	77*	-3
Cc1c(/C(O)=C2/C(=O)C(=O)N(CCN3CCOCC3)C2c2ccco2)cnn1-c1ccccc1 (stereo unspecified)	1	13	1	1	15	2	-8	-3	-0.4	8
O=C(CSc1nnnn1C1CCCC1)N1CCCc2ccccc21	10	8	-4	3	1	6	-4	0	0.4	29*
Cc1cc(NC(=O)CCC(=O)N(CC(=O)NCC2CCCO2)c2ccc(C(C)C)cc2)no1 (stereo unspecified)	-1	-3	0	4	0	1	4	6	-0.2	-1
CCN(CC)c1ccc(/C=C/c2cc(-c3ccccc3)c3ccccc3n2)cc1	-4	-12	-4	17*	-2	-2	0	-8	1.2	-2
CCOc1cccc(-c2nnc3sc(-c4cccs4)nn23)c1	1	-3	4	-1	-3	1	0	-1	0.0	-2

Screening data: PubChem, The Scripps Research Institute Molecular Screening Center
